Giardia killer: kills Giardia lamblia | hit rate 0.15% among 340,000 | AID 540267 | activity change, % at 7.66 µM, hits read low | Giardia lamblia trophozoite viability; in the data active = activity change below about -80%; inconclusive = between about -30% and that limit;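 also: parasites exposed to compound for two days anaerobically before the ATP read; % is scaled to controls: 0 for no effect and ±100 for the full control effect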
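Compounds were tested on trophozoites seeded at 100 cells/well and held 48 hrs at 37 deg C anaerobically. An ATP-based luminescent kit measured the remaining live cells.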
TSHR antag: antagonists of human thyroid stimulating hormone receptor; P16473; TSHR-expressing cells, TSH-stimulated cAMP HTRF, 2 h; stronger effect = lower value; activity change, negative = inhibition, % at 11.5 µM; hit rate 0.2% among 330,000; AID 504810;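 active = activity change below a set negative limit, meaning inhibition stronger than a set level, cut at about -70% in these data; inconclusive = activity change between two set negative limits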; also: % is scaled to controls: 0 for no effect and ±100 for the full control effect
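Cell-based HTRF cAMP assay; TSHR cells + compound, TSH EC80 (4nM final), 2 h, 37 deg C. Lysis with anti-cAMP cryptate and cAMP-d2, 30 min RT, read 665/620 nm.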
hERG WT inh: KCNH2 (human, wildtype) channel inhibition; hit rate 0.37% among 340,000; U2OS, BacMam KCNH2, thallium flux FluxOr; stronger effect = lower value; AID 720551; activity change, % at 1.84 µM; Q12809;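 active = maximum activity change below -70%; inconclusive = maximum activity change between -70% and -50%; inactive = maximum activity change above -50%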; also: % is scaled to controls: 0 for no effect and ±100 for the full control effect
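U2OS cells were transduced with wild-type KCNH2 virus (2.03 x 10^8 / mL) for 4 h at room temperature, then cultured overnight at 37 C. Thallium flux was read with FluxOr dye. Rate constants were normalized to DMSO controls.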
A-T KAP1 phos: potential ataxia-telangiectasia treatment | […] A-T fibroblasts, KAP-1 phosphorylation AlphaLISA; neocarzinostatin DNA damage 30 min before lysis | Potency, µM (titrated, usually from 57.5 µM), for inactives: top-dose activation, usual class: activators | hit rate 0.19% among 320,000 | AID 485349; also: potency is read from the fitted curve at half-maximal effect; % of control where 0% means no effect; nearly all actives have a fitted effect of over 45% in size
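hTERT-immortalized A-T patient fibroblasts ([…]), 500 cells/well in OPTI-MEM, 1% FBS, got compounds for 60 min, then NCS for 30 min at 37C. Lysates were then assayed for phospho-KAP-1 by AlphaLISA (anti-pKAP1 donor, anti-KAP1 acceptor beads), 6 hr at 25C.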
Tb PFK block: inhibitors of T. brucei phosphofructokinase. O15648. T. brucei PFK, ADP-Glo luminescence. Potency, µM (top dose mostly 57.5 µM), without a hit: at the top dose activity, negative = inhibition, hits mostly inhibitors. hit rate 0.17% among 330,000;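 also: potency is read from the fitted curve at half-maximal effect; 0% = uninhibited 1x PFK enzyme wells and -100% = no-enzyme wells; nearly all actives have a fitted effect of over 60% in size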
Target sequence (O15648 whole entry, looked up): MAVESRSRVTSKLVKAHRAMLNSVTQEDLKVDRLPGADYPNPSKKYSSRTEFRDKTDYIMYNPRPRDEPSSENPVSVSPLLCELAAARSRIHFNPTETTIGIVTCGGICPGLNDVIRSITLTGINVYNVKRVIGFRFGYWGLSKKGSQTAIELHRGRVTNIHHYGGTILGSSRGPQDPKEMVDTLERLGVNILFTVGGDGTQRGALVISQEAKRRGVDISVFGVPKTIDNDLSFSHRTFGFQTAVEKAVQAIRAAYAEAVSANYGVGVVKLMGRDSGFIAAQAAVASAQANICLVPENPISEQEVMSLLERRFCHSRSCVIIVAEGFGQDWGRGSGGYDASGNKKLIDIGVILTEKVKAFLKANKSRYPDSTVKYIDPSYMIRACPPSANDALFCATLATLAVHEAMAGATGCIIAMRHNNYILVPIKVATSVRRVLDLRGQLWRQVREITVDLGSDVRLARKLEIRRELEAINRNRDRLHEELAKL
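In TEA buffer at pH 8.0 with 5 mM MgCl2, enzyme (1.25 nM) converted F6P (0.5 mM) and ATP (0.1 mM) for 45 min at room temperature. ADP product was read by luciferase luminescence.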
GALK inh: inhibitors of human galactokinase. hit rate 0.007% among 270,000. Potency, µM (highest dose often 57.5 µM), without a hit: at the highest dose activity change, negative = inhibition, hits mostly inhibitors. Purified GALK, Kinase-Glo residual ATP luminescence. P51570. AID 1868; also: potency is read from the fitted curve at half-maximal effect; % is scaled to controls: 0 for no effect and ±100 for the full control effect
Target sequence (P51570 whole entry, looked up): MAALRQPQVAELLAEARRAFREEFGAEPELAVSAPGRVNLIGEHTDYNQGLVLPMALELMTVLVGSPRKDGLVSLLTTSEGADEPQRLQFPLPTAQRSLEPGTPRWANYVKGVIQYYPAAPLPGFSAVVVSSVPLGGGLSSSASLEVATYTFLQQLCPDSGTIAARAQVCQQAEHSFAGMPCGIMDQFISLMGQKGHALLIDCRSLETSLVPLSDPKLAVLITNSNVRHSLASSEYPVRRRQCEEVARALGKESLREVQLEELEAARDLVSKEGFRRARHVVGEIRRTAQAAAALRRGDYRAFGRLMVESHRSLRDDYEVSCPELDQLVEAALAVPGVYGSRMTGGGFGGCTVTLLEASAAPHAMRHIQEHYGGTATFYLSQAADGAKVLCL
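GALK at 5 nM final was combined with compound, 35 uM ATP and 100 uM galactose in HEPES pH8.0 with MgCl2 and DTT. The reaction ran one hour at room temperature before luminescent ATP detection.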
TCR act: activates T cell receptor signaling; primary human leukocytes, anti-CD3, IL-2 HTRF, 48 h; Potency, µM (doses to about 9.22 µM), for the others: at the highest dose activation of IL-2 secretion, most hits filed as activators; 330,000 tested, under 10 active; also: % of control where 0% means no effect
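Primary human leukocytes were stimulated with a-CD3 beads plus compounds for 48 hr without co-stimulation; secreted IL-2 was quantified by HTRF using a-IL-2-K (europium cryptate) and a-IL-2-d2, excited at 320nm with acceptor emission read at 665nm.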
Chronic BCR inh: blocks chronic active B-cell receptor signaling; ABC-DLBCL IkBa-CBG/CBR reporter, luminescence ratio, 4 h; Potency, µM (doses to about 46.1 µM), without a hit: top-dose ratio change, negative = lower green/red ratio, most hits filed as inhibitors; hit rate 0.05% among 340,000; AID 493014; active = well fitted inhibition curve with a large enough effect in the signal ratio, with a control signal flat, not every such curve was filed as active; inconclusive = small, poorly fitted or top-dose-only effect, or effect the other way, or a change in a side signal; the % refers to the signal ratio;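 also: potency is read from the fitted curve at half-maximal effect; plate controls were basal doxycycline-induced cells for no effect and cells given 10 µM MG132 for full effect; MG132 reads +100%, hits lower the ratio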
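TMD8 human ABC-DLBCL cells with doxycycline-inducible IκBα–green luciferase fusion and unfused red luciferase, in 0.5% FBS medium; compounds up to 46 uM, 4 h at 37C. Green/red luminescence ratio, filter-overlap corrected, fitted to concentration-response curves.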
MLL CXXC-DNA inh: blocks binding of human MLL CXXC domain to DNA; Q03164; MLL-CXXC / FITC-HOXA9 DNA fluorescence polarization; hit rate 0.037% among 290,000; Potency, µM (titrated, usually from 115 µM), inactives show top-dose activity change, negative = inhibition, most hits filed as inhibitors; active = well fitted inhibition curve with a large enough effect in the polarisation, with a control signal flat, not every such curve was filed as active; inconclusive = small, poorly fitted or top-dose-only effect, or effect the other way, or a change in a side signal; inactive = no such curve, though single readings can be large or run the other way; the % refers to the polarisation; also: potency is read from the fitted curve at half-maximal effect
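Fluorescence polarization: 7 uM MLL-CXXC (stock) preincubated 5 min with compounds, then 50 nM fluorescein-HOX-A9 DNA (stock) added; 30 min ambient. Buffer 50 mM Tris-HCl pH 7.5, 50 mM NaCl, 1 mM DTT, 0.05% BSA.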
Coupling enz: inhibits coupling enzyme system, counter-screen for aldolase hits | coupling enzyme system counterscreen, AmpLite Red fluorescence | activity change, negative = inhibition, % at 58.2 µM, hits read low | hit rate 0.67% among 290,000 | AID 2472; in the data active = activity change below about -30%; also: % is scaled to controls: 0 for no effect and ±100 for the full control effect
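Compounds tested against the coupling enzymes alone at 57.5 uM final; readout was AmpLite Red fluorescence (525/598 nm) after 20 min at RT.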
Starred values were filed as active, the others as inactive; ? = inconclusive; . = not tested or not shown; [ ] = dose if it differs, or a comment. Unless noted, calls follow the shape of the dose curve; as a rule, active = well fitted curve in the direction sought with a large enough effect; inconclusive = small, poorly fitted or top-dose-only effect, or another doubt; inactive = no such curve, though single readings can be large; an effect the other way counts as inactive or inconclusive.

SMILES	Giardia killer	TSHR antag	hERG WT inh	A-T KAP1 phos	Tb PFK block	GALK inh	TCR act	Chronic BCR inh	MLL CXXC-DNA inh	Coupling enz
c1coc(CNc2nc(-c3ccncc3)cs2)c1	4	7	-12	-3%	0%	1%	0%[46.1 µM]	0%	-11%	7
CCOC(=O)c1c(NC(=O)C2=C(C)NC(=S)NC2c2ccc(CC)cc2)sc(C)c1C (stereo not drawn)	.	1	.	5%	4%	0%	0%[46.1 µM]	-6%	16%	-5
CSc1ccc(C#N)cc1NC(=O)c1ccc(Cl)nc1	5	22	3	7%	-1%	7%	-24%	0%	2%	-4
Nc1ccccc1SC/C=C/CSc1ccccc1N	-13	-3	-8	23%	-9%	0%	-1%	?	12%	-2
COc1ccc(NC(=O)c2cc(CC(C)C)on2)cc1OC	-1	-3	0	4%	0%	-2%	-4%	?	5%	-10
CC1Cc2ccccc2N1C(=O)CCNS(=O)(=O)c1cccc2nsnc12 (stereo not drawn)	0	8	0	-5%	-4%	-3%	9%	2%	8%	-5
O=C(NC1CCCCC1)C(c1ccccc1)N(Cc1ccco1)C(=O)Cn1cnc2ccccc21 (stereo not drawn)	15	-7	2	.	-3%	0%	-8%[46.1 µM]	-10%	-3%	0
CC(C)CN(C(=O)CN(C)C(=O)c1ccco1)c1c(N)n(CC(C)C)c(=O)[nH]c1=O	-9	14	-2	19%	-4%	.	2%	3%	.	.
Cc1oc(-c2ccc(Cl)cc2)nc1CN1CCCN(C(=O)c2ccco2)CC1	16	-11	-5	5%	-7%	3%	4%	2%	3%	1
COc1cccc(OCCn2c(C)c(/C=N/n3cnnc3)c3ccccc32)c1	-11	2	6	7%	-2%	0%	-20%	?	19%	3
COC(=O)[C@@H]1CCCN1Cc1c(C(=O)N2CCOCC2)nc2c(C)cccn12	18	2	-3	0%	-1%	2%	0%	1%	2%	1
CN(C)C(CNC(=O)c1ccco1)c1cccs1 (stereo not drawn)	-19	10	3	-1%	-1%	.	1%	5%	.	.
Cc1ccc(O)c(NC(=O)c2cc(-c3ccccc3Cl)on2)c1	-16	-3	-7	10%	-3%	-5%	-1%	?	19%	2
Oc1ccc(-c2csc(-c3cccnc3)n2)c(O)c1	-14	-4	4	-1%	0%	1%	-9%	?	5%	-1
C=CCNC(=O)c1ccccc1NS(=O)(=O)c1ccc(SC)cc1	-15	8	-16	-9%	-14%	2%	6%	?	10%	7
COc1ccc(CC2c3cc(OC)c(OC)cc3CC[N+]2(C)CCC(=O)OCCCCCOC(=O)CC[N+]2(C)CCc3cc(OC)c(OC)cc3C2Cc2ccc(OC)c(OC)c2)cc1OC (stereo not drawn)	-1	-3	5	9%	-1%	.	-1%	?	.	.
Nc1ccc(-c2nc3cc([N+](=O)[O-])ccc3o2)cc1	-17	25	-16	40µM*	15%	-1%	-1%	?	5%	5
CCN(CC(=O)Nc1c(F)cccc1F)C(=O)CCNS(=O)(=O)c1ccccc1C(F)(F)F	-6	0	0	2%	0%	.	-5%	0%	.	.
CCOC(=O)c1c(NC(=O)CSc2nnnn2-c2ccc(OC)cc2)sc(C)c1C	8	6	-10	2%	-25%	0%	.	9%	14%	-8
CC(C)NS(=O)(=O)c1ccc(OCC(=O)Nc2cccc3ccccc23)cc1	1	2	0	8%	-1%	1%	0%	1%	3%	1
O=C(CC(SCCO)c1ccc(F)cc1)c1ccco1 (stereo not drawn)	-6	29	3	9%	-5%	-2%	3%	?	-1%	-1
COc1cccc(NC(=O)CSc2nc3ccccc3n2C)c1	-5	10	.	3%	-2%	-1%	-5%	?	-3%	1
CCCCCn1c(N(C)Cc2ccccc2)nc2c1c(=O)[nH]c(=O)n2C	-7	3	-3	6%	-15%	0%	-2%	2%	9%	-5
CCOCCCNC(=S)NCCNc1nc2c(C)cccc2cc1C#N	0	18	-19	12%	-1%	0%	.	?	8%	-20
O=C(C1=NNCC1c1ccccc1)C1OC1c1ccccc1 (stereo not drawn)	-27	-8	-2	29%	2%	-6%	1%	?	8%	1
CCC(C)(C(=O)Nc1c(C)cccc1C)N(C)C(=O)c1ccc2ccccc2n1 (stereo not drawn)	-19	7	11	-19%	-2%	5%	0%	-4%	-4%	-1
COc1ccccc1-c1cc(C(F)(F)F)nc(S(=O)(=O)CCCC(=O)Nc2cccnc2Cl)n1	3	11	3	15%	-14%	0%	0%	?	?	0
NCCCC[C@H]1CNC(=O)C(=O)N1CCCCC1CCCCC1	-2	-3	4	3%	2%	-1%	-3%	1%	3%	3
Cc1nnsc1C(=O)Nc1cccc(Cl)c1C	-8	13	-32	1%	-4%	-1%	1%	-8%	2%	2
CC(C)CC(C(=O)OCC(=O)Nc1ncc(Cl)cc1Cl)N1C(=O)c2ccccc2C1=O (stereo not drawn)	-12	?	-8	?	7%	-1%	11%	12%	5%	5
COc1cccc2c(SCC(=O)N/N=C/c3ccc(O)c(O)c3)cc(C)nc12	-14	-7	-5	-5%	?	-3%	0%	1%	-1%	0
Cc1ccc2c(c1)-c1ncc(C(=O)c3cc(Br)ccc3O)cc1CO2	.	13	.	-6%	-1%	2%	.	3%	-2%	0
COC(=O)CSc1nc(C(C)C)nc2ccccc12	-16	3	-11	15%	-1%	0%	-2%	0%	-3%	4
CCCCN(C)CCNC(=O)CCNC(=O)Cn1ccc2ccccc2c1=O	1	2	3	0%	-4%	-1%	-2%	5%	1%	0
O=C(c1ccc(S(=O)(=O)Nc2ccccc2Cl)cc1)N1CCOCC1	-24	1	-18	-3%	23%	.	11%	1%	.	.
COC(=O)c1nn(-c2ccc(OC)cc2)c(=O)cc1O	-5	5	-12	8%	-2%	7%	6%	-4%	10%	-1
Cc1ccc(C(=O)NC(=S)NNC(=O)CCN2CCOCC2)cc1	18	-6	3	-1%	-26%	-7%	-4%	-9%	6%	-2
COc1nc(OC)nc(N2CCC(C(=O)NCc3ccco3)CC2)n1	0	11	-7	3%	8%	-3%	1%	0%	3%	1
O=C(OCc1nnc(-c2ccc([N+](=O)[O-])cc2)o1)C1CCN(C(=O)c2ccc(F)cc2)CC1	14	-11	38	-4%	5%	.	8%	-4%	.	.
O=C(NNC(=S)NC(=O)c1cccs1)c1ccc(NC(=O)c2ccccc2)cc1	-24	2	1	-1%	0%	-1%	1%[46.1 µM]	-2%	1%	-1

3 entries from above, ordered by the number in Tb PFK block, highest first.
SMILES	TSHR antag	Tb PFK block	GALK inh	TCR act	Chronic BCR inh	MLL CXXC-DNA inh
O=C(c1ccc(S(=O)(=O)Nc2ccccc2Cl)cc1)N1CCOCC1	1	23%	.	11%	1%	.
Cc1ccc2c(c1)-c1ncc(C(=O)c3cc(Br)ccc3O)cc1CO2	13	-1%	2%	.	3%	-2%
COC(=O)c1nn(-c2ccc(OC)cc2)c(=O)cc1O	5	-2%	7%	6%	-4%	10%

Continuation:
SMILES	Giardia killer	TSHR antag	hERG WT inh	A-T KAP1 phos	Tb PFK block	GALK inh	TCR act	Chronic BCR inh	MLL CXXC-DNA inh	Coupling enz
Cc1cccc(NC(=O)c2ccc(S(=O)(=O)N(C)c3ccccc3)cc2)n1	4	-20	3	-7%	-3%	.	-1%[46.1 µM]	2%	.	.
Cc1ccc(NC(=O)CN2CCN(CCN=CC3=C(O)CC(C)(C)CC3=O)CC2)cc1	-4	-10	3	18%	6%[0.46 µM]	-1%	3%	?	-1%	0
CCSc1nnc(-c2ccc(OC)cc2)o1	-4	10	18	-4%	-5%	0%	-2%	?	-1%	1
O=C1c2ccccc2C(=O)N1CCCCN(C(=O)c1cc([N+](=O)[O-])ccc1Cl)c1ccc(Cl)cc1	2	5	-5	3%	0%	-1%	1%[46.1 µM]	-9%	8%	1
Cc1cc(C)c(OCC(=O)OCC(=O)NCC2CCCCC2)c(C)c1	6	-9	-15	0%	0%	.	-4%	1%	.	.
CCCN1Cc2cccc(C(=O)NCCc3cccc(C)c3)c2C1=O	0	-1	6	10%	6%	-2%	16%	4%	1%	2
Cc1ccc(OCc2cc(C(=O)Nc3ccccc3)oc2C)cc1	24	-1	-5	.	-1%	3%	-1%	-3%	-14%	0
O=C1Nc2ccc(Br)cc2C1(O)Cc1ccncc1 (stereo not drawn)	-18	3	2	0%	2%	1%	0%	-24%	-2%	0
COc1ccc2[nH]c(=O)c(CN(CCc3cccc(C)c3)C(C)=O)cc2c1	-10	1	7	3%	3%	-3%	7%	?	4%	-4
CCC(C)c1ccccc1OCCCN(C)Cc1ccccc1 (stereo not drawn)	?	-5	-9	?	1%	4%	3%	7%	22%	1
O=C(NCCN1CCCC1)c1ccc2c(=O)n(CCc3ccccc3)c(=O)[nH]c2c1	-5	40	2	3%	5%	-1%	0%	6%	9%	2
COc1cccc(OC)c1OCCCOc1cccc2cccnc12	17	1	-2	0%	-2%	-1%	2%	-3%	3%	-7

Screening results deposited in PubChem by National Center for Advancing Translational Sciences (NCATS).
